AGP1-GFP MLPCN – alters AGP1-GFP fluorescence in TOR pathway yeast screen; S. cerevisiae AGP1-GFP multiplex flow cytometry, 3 h; GFP as percent of DMSO wells; GFP response vs DMSO, % at 10 µM; hit rate 0.02% among 320,000; AID 2066;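 active means GFP response relative to DMSO above a set limit, near screen average plus 3 SD, cut at about 150% in these data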;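 further: median GFP channel fluorescence of the gated AGP1 strain per well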
AHR act – activates the human aryl hydrocarbon receptor | AHR-responsive luciferase reporter cells, luminescence | hit rate 2.5% among 320,000 | P35869 | AID 2796 | activation, % at 5 µM; in the data active means activation above about 47%;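 further: 0% = vehicle wells and 100% = reference agonist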
Target sequence (P35869 whole entry, looked up): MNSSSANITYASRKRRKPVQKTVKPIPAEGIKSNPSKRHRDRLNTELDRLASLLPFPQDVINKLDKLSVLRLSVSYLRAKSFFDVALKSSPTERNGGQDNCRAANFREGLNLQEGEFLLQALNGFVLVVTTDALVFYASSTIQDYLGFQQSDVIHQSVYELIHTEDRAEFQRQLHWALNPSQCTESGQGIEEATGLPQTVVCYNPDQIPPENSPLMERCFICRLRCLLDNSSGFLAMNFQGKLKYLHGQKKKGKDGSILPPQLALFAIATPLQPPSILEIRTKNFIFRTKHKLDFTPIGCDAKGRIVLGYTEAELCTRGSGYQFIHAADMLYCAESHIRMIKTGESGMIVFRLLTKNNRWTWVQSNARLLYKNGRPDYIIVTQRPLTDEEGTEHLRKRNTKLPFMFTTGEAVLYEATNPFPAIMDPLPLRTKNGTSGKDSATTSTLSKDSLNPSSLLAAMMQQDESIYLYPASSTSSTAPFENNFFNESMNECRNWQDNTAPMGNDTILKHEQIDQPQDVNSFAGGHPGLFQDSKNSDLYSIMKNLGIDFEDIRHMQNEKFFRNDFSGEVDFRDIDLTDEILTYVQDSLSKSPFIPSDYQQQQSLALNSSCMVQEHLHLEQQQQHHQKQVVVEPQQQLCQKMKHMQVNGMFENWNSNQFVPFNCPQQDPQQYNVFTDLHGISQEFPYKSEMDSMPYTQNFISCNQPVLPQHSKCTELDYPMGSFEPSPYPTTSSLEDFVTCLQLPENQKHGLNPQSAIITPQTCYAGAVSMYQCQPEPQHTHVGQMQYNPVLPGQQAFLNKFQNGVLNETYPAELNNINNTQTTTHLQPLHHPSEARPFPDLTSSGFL
MEP2 TOR yeast – modulators of TOR pathway MEP2-GFP in S. cerevisiae; AID 2016; hit rate 0.51% among 330,000; GFP response vs DMSO, % at 10 µM; S. cerevisiae MEP2-GFP strain, flow cytometry GFP, 3 h; 100% = DMSO control level;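 active means GFP response versus DMSO above a set limit, roughly screen mean plus 3 SD, cut at about 180% in these data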;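 further: median GFP fluorescence of the barcode-gated MEP2-GFP cells per well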
RPL19A TOR yeast – modulators of TOR pathway RPL19A-GFP in S. cerevisiae; S. cerevisiae RPL19A-GFP strain, flow cytometry, 3 h; stronger effect = lower value; percent response vs DMSO, % at 10 µM; hit rate 0.3% among 330,000;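 active means percent response vs DMSO below 50%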;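 further: median channel GFP fluorescence of the barcoded RPL19A-GFP strain; ratio of sample median GFP to plate DMSO average so 100% = DMSO; lower means less RPL19A-GFP as with rapamycin TOR inhibition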
Efflux pump mplx – inhibitors of Candida antifungal efflux pumps expressed in yeast; inhibition, % at 10 µM; S. cerevisiae Candida pump triplex, Nile Red efflux; hit rate 0.44% among 330,000;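 active means plate passing quality check with inhibition over a set limit, or well fluorescence over plate mean plus 4 SD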;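 further: Nile Red retained in pooled yeast measured as flow cytometry median fluorescence; 0% = buffer negative control and 100% = Enniatin B positive control; higher means more Nile Red kept so more efflux inhibition; some compounds called inactive have numbers as strong as hits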
LAP4 TOR yeast – yeast TOR pathway LAP4-GFP modulation; S. cerevisiae LAP4-GFP multiplex, flow cytometry GFP, 3 h; median GFP as percent of DMSO wells; hit rate 0.34% among 320,000; GFP response vs DMSO, % at 10 µM;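 active means GFP response vs DMSO above a set limit, about the screen mean plus 3 SD, cut at about 150% in these data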
CIT2 TOR yeast – yeast TOR pathway CIT2-GFP modulation; GFP response vs DMSO, % at 10 µM; S. cerevisiae CIT2-GFP strain, flow cytometry, 3 h; 100 means same as DMSO wells; hit rate 0.065% among 320,000;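 active means GFP response relative to DMSO above a set limit, near the screen mean plus 3 SD, cut at about 150% in these data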;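 further: ratio of well median GFP fluorescence to mean of DMSO wells on the plate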
CR mimetic SO – caloric restriction mimetics inhibiting age-related superoxide in yeast | S. cerevisiae aged cells, superoxide DHE fluorescence; stronger effect = lower value | superoxide response (% of plate mean), % at 10 µM | hit rate 0.18% among 330,000;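 active means superoxide response under a set limit, about three screen SD below normal, cut at about 65% in these data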;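 further: yeast aged for seven days with compound at 30 °C before DHE staining; 100% = average MFI of all compound-treated wells on the plate with controls excluded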
* marks the source's active call; other numbers are inactive results.

Results for FC(F)(F)c1cc(-c2ccco2)nc(N2CCN(Cc3ccccc3)CC2)n1 ?
AGP1-GFP MLPCN: 104.0; AHR act: -1.4; MEP2 TOR yeast: 104.0; RPL19A TOR yeast: 99.2; Efflux pump mplx: -0.3; LAP4 TOR yeast: 104.1; CIT2 TOR yeast: 107.8; CR mimetic SO: 95.5

How did Cc1ccc(CN2C(=O)CSc3ccc(C(=O)NCCN4CCOCC4)cc32)cc1 do in these assays?
AGP1-GFP MLPCN: 101.4; AHR act: 3.3; MEP2 TOR yeast: 101.2; RPL19A TOR yeast: 97.2; Efflux pump mplx: 0.1; LAP4 TOR yeast: 95.9; CIT2 TOR yeast: 98.0; CR mimetic SO: 108.6

What do the screens show for `COC(=O)c1ccc(Cn2nc(-c3ccc(C)cc3)ccc2=O)cc1`?
AGP1-GFP MLPCN: 94.9; AHR act: 0.6; MEP2 TOR yeast: 104.2; RPL19A TOR yeast: 99.8; Efflux pump mplx: 0.0; LAP4 TOR yeast: 97.1; CIT2 TOR yeast: 92.9; CR mimetic SO: 90.0

What do the screens show for `Cc1sc2ncn(CC(=O)N3CCCC(C)C3)c(=O)c2c1S(=O)(=O)N1CCCCC1` (configuration not stated)?
AGP1-GFP MLPCN: 90.3; AHR act: -0.2; MEP2 TOR yeast: 83.2; RPL19A TOR yeast: 94.6; Efflux pump mplx: 0.2; LAP4 TOR yeast: 88.2; CIT2 TOR yeast: 91.8; CR mimetic SO: 91.4

What do the screens show for `COc1ccc(NC(=O)c2cc(-c3ccc4c(c3)OCO4)on2)cc1OC`?
AGP1-GFP MLPCN: 100.2; AHR act: 1.3; MEP2 TOR yeast: 105.5; RPL19A TOR yeast: 104.2; Efflux pump mplx: 0.2; LAP4 TOR yeast: 93.2; CIT2 TOR yeast: 93.8; CR mimetic SO: 135.7

Results for CCOC(=O)c1cnc(SCC(=O)c2ccccc2)nc1N ?
AGP1-GFP MLPCN: 99.7; AHR act: 8.4; MEP2 TOR yeast: 104.3; RPL19A TOR yeast: 99.8; Efflux pump mplx: 0.0; LAP4 TOR yeast: 96.8; CIT2 TOR yeast: 99.5; CR mimetic SO: 98.1

What do the screens show for `O=C(CO/N=C/c1ccccc1O)NNC(=O)c1ccccc1Cl`?
AGP1-GFP MLPCN: 97.8; AHR act: 6.4; MEP2 TOR yeast: 100.3; RPL19A TOR yeast: 102.2; Efflux pump mplx: 0.1; LAP4 TOR yeast: 94.1; CIT2 TOR yeast: 96.6; CR mimetic SO: 111.3

What do the screens show for `OC(CN1c2ccccc2Sc2ccccc21)Cn1nnc2ccccc21` (configuration not stated)?
AGP1-GFP MLPCN: 99.9; AHR act: 1.5; MEP2 TOR yeast: 95.2; RPL19A TOR yeast: 97.8; Efflux pump mplx: -0.1; LAP4 TOR yeast: 95.0; CIT2 TOR yeast: 100.8; CR mimetic SO: 99.4

What do the screens show for `COc1ccccc1C(=O)NCC(=O)OCc1ccc(Br)cc1`?
AGP1-GFP MLPCN: 101.1; AHR act: -0.6; MEP2 TOR yeast: 108.0; RPL19A TOR yeast: 108.0; Efflux pump mplx: -0.3; LAP4 TOR yeast: 107.2; CIT2 TOR yeast: 104.0; CR mimetic SO: 100.2

How did CN(C(=O)c1cccc(C(=O)N(C)c2ccccc2)c1)c1ccccc1 do in these assays?
AGP1-GFP MLPCN: 97.5; AHR act: 3.6; MEP2 TOR yeast: 98.2; RPL19A TOR yeast: 102.7; Efflux pump mplx: -0.1; LAP4 TOR yeast: 83.1; CIT2 TOR yeast: 99.9; CR mimetic SO: 102.0

Results for O=C(COC(=O)c1ccccc1C(=O)c1ccccc1)c1ccco1 ?
AGP1-GFP MLPCN: 106.3; AHR act: 2.0; MEP2 TOR yeast: 86.2; RPL19A TOR yeast: 95.2; Efflux pump mplx: 0.0; LAP4 TOR yeast: 97.1; CIT2 TOR yeast: 92.0; CR mimetic SO: 86.8

Results for CCCCn1c(SCC(=O)N2CCCC2=O)nc2cc(S(N)(=O)=O)ccc21 ?
AGP1-GFP MLPCN: 91.5; AHR act: -2.0; MEP2 TOR yeast: 94.1; RPL19A TOR yeast: 92.8; Efflux pump mplx: 0.3; LAP4 TOR yeast: 100.2; CIT2 TOR yeast: 88.6; CR mimetic SO: 104.9

Results for NS(=O)(=O)c1ccc(CCn2c(=S)[nH]c3ccccc3c2=O)cc1 ?
AGP1-GFP MLPCN: 94.6; AHR act: -2.8; MEP2 TOR yeast: 96.4; RPL19A TOR yeast: 95.3; Efflux pump mplx: -0.2; LAP4 TOR yeast: 99.8; CIT2 TOR yeast: 103.0; CR mimetic SO: 91.6

What do the screens show for `O=C(N/N=C/c1ccc(N2CCOCC2)cc1)c1cccs1`?
AGP1-GFP MLPCN: 100.6; AHR act: 16.8; MEP2 TOR yeast: 112.3; RPL19A TOR yeast: 97.1; Efflux pump mplx: -0.1; LAP4 TOR yeast: 104.9; CIT2 TOR yeast: 96.7; CR mimetic SO: 93.9

Results for CCOc1ccc(S(=O)(=O)N2CN(c3cccc(C(C)=O)c3)c3nc4ccccc4nc32)cc1 ?
AGP1-GFP MLPCN: 98.4; AHR act: 56.1*; MEP2 TOR yeast: 97.6; RPL19A TOR yeast: 103.4; Efflux pump mplx: 0.3; LAP4 TOR yeast: 93.4; CIT2 TOR yeast: 98.8; CR mimetic SO: 103.8

Results for CSCC(C)N1CCC(N2CCC(C(=O)NCc3ccccn3)CC2)CC1 (configuration not stated) ?
AGP1-GFP MLPCN: 97.1; AHR act: 3.0; MEP2 TOR yeast: 97.2; RPL19A TOR yeast: 106.2; Efflux pump mplx: 0.1; LAP4 TOR yeast: 88.6; CIT2 TOR yeast: 93.4; CR mimetic SO: 103.2

How did COc1ccc(C(=O)N/C(=C/c2cccnc2)C(=O)NCc2ccco2)cc1OC do in these assays?
AGP1-GFP MLPCN: 105.4; AHR act: 7.0; MEP2 TOR yeast: 108.9; RPL19A TOR yeast: 99.0; Efflux pump mplx: 0.0; LAP4 TOR yeast: 117.2; CIT2 TOR yeast: 94.2; CR mimetic SO: 88.5

What do the screens show for `C/C(=N\NC(=O)C1CC1)c1ccc2c(c1)OCCO2`?
AGP1-GFP MLPCN: 103.6; AHR act: 22.1; MEP2 TOR yeast: 106.9; RPL19A TOR yeast: 112.0; Efflux pump mplx: 0.2; LAP4 TOR yeast: 98.3; CIT2 TOR yeast: 93.2; CR mimetic SO: 96.2

Results for Cc1cc(C)nc(NS(=O)(=O)c2ccccc2)n1 ?
AGP1-GFP MLPCN: 99.0; AHR act: 0.8; MEP2 TOR yeast: 99.3; RPL19A TOR yeast: 99.9; Efflux pump mplx: 0.0; LAP4 TOR yeast: 100.2; CIT2 TOR yeast: 97.2; CR mimetic SO: 93.3

What do the screens show for `O=C(c1ccc(N2CCCCCC2)c([N+](=O)[O-])c1)N1CCc2ccccc21`?
AGP1-GFP MLPCN: 94.4; AHR act: 13.4; MEP2 TOR yeast: 113.5; RPL19A TOR yeast: 103.4; Efflux pump mplx: -0.6; LAP4 TOR yeast: 108.9; CIT2 TOR yeast: 86.3; CR mimetic SO: 120.2

Results for N#C/C(=N\Nc1ccccc1)C(=N)N1CCCCCC1 ?
AHR act: 13.7; MEP2 TOR yeast: 103.5; RPL19A TOR yeast: 103.6; Efflux pump mplx: 0.0; CR mimetic SO: 88.1

What do the screens show for `Cc1cccnc1NC(=O)COc1ccc2oc3c(c2c1)CCCC3`?
AGP1-GFP MLPCN: 99.4; AHR act: 19.8; MEP2 TOR yeast: 94.7; RPL19A TOR yeast: 105.7; Efflux pump mplx: -0.1; LAP4 TOR yeast: 111.2; CIT2 TOR yeast: 96.4; CR mimetic SO: 95.6

How did Cc1ccc(/C=C/C(=O)O)cc1S(=O)(=O)Nc1ccccc1C(=O)O do in these assays?
AGP1-GFP MLPCN: 100.4; AHR act: -0.4; MEP2 TOR yeast: 101.5; RPL19A TOR yeast: 99.6; Efflux pump mplx: 0.1; LAP4 TOR yeast: 102.3; CIT2 TOR yeast: 99.9; CR mimetic SO: 100.4

How did CN(C)CCCNC(CC(=O)Nc1cccc([N+](=O)[O-])c1)C(=O)O (configuration not stated) do in these assays?
AGP1-GFP MLPCN: 102.0; AHR act: -0.7; MEP2 TOR yeast: 93.4; RPL19A TOR yeast: 94.1; Efflux pump mplx: -0.4; LAP4 TOR yeast: 92.1; CIT2 TOR yeast: 102.4; CR mimetic SO: 125.9

What do the screens show for `NNc1ccc2c(C(F)(F)F)cc(C(F)(F)F)nc2n1`?
AGP1-GFP MLPCN: 99.8; AHR act: 1.6; MEP2 TOR yeast: 92.7; RPL19A TOR yeast: 103.0; Efflux pump mplx: -0.3; LAP4 TOR yeast: 104.9; CIT2 TOR yeast: 103.2; CR mimetic SO: 102.5

Results for CCc1ccc(/C=N/NC(=O)C(=O)NCCCN2CCOCC2)cc1 ?
AGP1-GFP MLPCN: 97.8; AHR act: 0.8; MEP2 TOR yeast: 100.7; RPL19A TOR yeast: 101.6; Efflux pump mplx: 0.3; LAP4 TOR yeast: 99.5; CIT2 TOR yeast: 99.0; CR mimetic SO: 128.0

How did COCCN(C(=O)Nc1ccccc1OC)c1nc2ccccc2s1 do in these assays?
AGP1-GFP MLPCN: 96.8; AHR act: 8.1; MEP2 TOR yeast: 109.4; RPL19A TOR yeast: 102.9; Efflux pump mplx: 0.0; LAP4 TOR yeast: 99.4; CIT2 TOR yeast: 97.3; CR mimetic SO: 101.5

Results for COc1ccccc1N1CC(C(=O)Nc2ccc(S(=O)(=O)N3CCCC3)cc2)CC1=O (configuration not stated) ?
AGP1-GFP MLPCN: 100.5; AHR act: -0.4; MEP2 TOR yeast: 94.5; RPL19A TOR yeast: 97.1; Efflux pump mplx: 0.1; LAP4 TOR yeast: 92.5; CIT2 TOR yeast: 101.3; CR mimetic SO: 113.9

By substructure: the entries above with an aryl methoxy group (five)
What do the screens show for `COc1ccc(NC(=O)c2cc(-c3ccc4c(c3)OCO4)on2)cc1OC`?
AGP1-GFP MLPCN: 100.2; AHR act: 1.3; MEP2 TOR yeast: 105.5; RPL19A TOR yeast: 104.2; Efflux pump mplx: 0.2; LAP4 TOR yeast: 93.2; CIT2 TOR yeast: 93.8; CR mimetic SO: 135.7

What do the screens show for `COc1ccccc1C(=O)NCC(=O)OCc1ccc(Br)cc1`?
AGP1-GFP MLPCN: 101.1; AHR act: -0.6; MEP2 TOR yeast: 108.0; RPL19A TOR yeast: 108.0; Efflux pump mplx: -0.3; LAP4 TOR yeast: 107.2; CIT2 TOR yeast: 104.0; CR mimetic SO: 100.2

How did COc1ccc(C(=O)N/C(=C/c2cccnc2)C(=O)NCc2ccco2)cc1OC do in these assays?
AGP1-GFP MLPCN: 105.4; AHR act: 7.0; MEP2 TOR yeast: 108.9; RPL19A TOR yeast: 99.0; Efflux pump mplx: 0.0; LAP4 TOR yeast: 117.2; CIT2 TOR yeast: 94.2; CR mimetic SO: 88.5

How did COCCN(C(=O)Nc1ccccc1OC)c1nc2ccccc2s1 do in these assays?
AGP1-GFP MLPCN: 96.8; AHR act: 8.1; MEP2 TOR yeast: 109.4; RPL19A TOR yeast: 102.9; Efflux pump mplx: 0.0; LAP4 TOR yeast: 99.4; CIT2 TOR yeast: 97.3; CR mimetic SO: 101.5

Results for COc1ccccc1N1CC(C(=O)Nc2ccc(S(=O)(=O)N3CCCC3)cc2)CC1=O (configuration not stated) ?
AGP1-GFP MLPCN: 100.5; AHR act: -0.4; MEP2 TOR yeast: 94.5; RPL19A TOR yeast: 97.1; Efflux pump mplx: 0.1; LAP4 TOR yeast: 92.5; CIT2 TOR yeast: 101.3; CR mimetic SO: 113.9
